14-3-3 Bad inh = inhibitors of 14-3-3 zeta/Bad binding, primary screen, biochemical, TR-FRET, bovine 14-3-3 zeta | TR-FRET 14-3-3zeta/Dy647-pBad peptide displacement, 1 h | 14-3-3 protein zeta/delta (Bos taurus), P63103 | hit rate 0.71% among 220,000 | inhibition, % at 21.7 µM;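 active = inhibition above about 70%, limit read from the data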;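 also: 0% = full 14-3-3 plus peptide FRET controls and 100% = background without 14-3-3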
Target sequence (P63103 whole entry, looked up): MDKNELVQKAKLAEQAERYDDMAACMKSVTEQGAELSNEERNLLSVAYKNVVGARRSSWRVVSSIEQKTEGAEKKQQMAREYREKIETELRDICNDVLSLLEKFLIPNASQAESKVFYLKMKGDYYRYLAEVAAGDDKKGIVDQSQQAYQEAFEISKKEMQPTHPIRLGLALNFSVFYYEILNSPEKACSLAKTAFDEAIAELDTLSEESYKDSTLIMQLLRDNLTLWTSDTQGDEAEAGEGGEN
EBV gp42 inh = Epstein-Barr virus gp42 inhibitors, primary screen, biochemical, uHTS, fluorescence polarization | Glycoprotein 42 (Epstein-Barr virus (strain AG876)), Q1HVG2 | AID 1085, 2008 | hit rate 0.42% among 220,000 | inhibition, % (tested at 21.74 µM) | Fluorescence polarization binding assay, mP read-out; in the data active = inhibition above about 50%
hK5 inh = human KLK5 protease inhibitors, primary screen, biochemical, 1536-well; Kallikrein-5 (Homo sapiens), Q9Y337; AID 873, 2007; hit rate 0.59% among 210,000; inhibition, % at 5 µM; recombinant hK5, fluorogenic AMC substrate cleavage;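 active = inhibition of 40% or more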;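 also: 0% = enzyme controls without compound and 100% = no-enzyme blanks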
Furin inhibitor = human furin inhibitors, primary screen, biochemical, fluorescence intensity. P09958. purified furin, fluorogenic substrate cleavage. inhibition, % at 30 µM. hit rate 0.061% among 220,000. AID 463115, 2010; in the data active = inhibition above about 25%; also: inactives centre near -15
Rad51 HR inh = human RAD51 strand exchange inhibitors, primary screen, biochemical, fluorescence; DNA repair protein RAD51 homolog 1 (Homo sapiens), Q06609; hRad51 DNA strand exchange, fluorescence dequenching; AID 1385, 2008; inhibition, % at 10 µM; hit rate 0.085% among 200,000;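 active = inhibition above 40% at the single screening dose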;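 also: 0% = DMSO control wells and 100% = blanks with heterologous ssDNA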
Target sequence (Q06609 whole entry, looked up): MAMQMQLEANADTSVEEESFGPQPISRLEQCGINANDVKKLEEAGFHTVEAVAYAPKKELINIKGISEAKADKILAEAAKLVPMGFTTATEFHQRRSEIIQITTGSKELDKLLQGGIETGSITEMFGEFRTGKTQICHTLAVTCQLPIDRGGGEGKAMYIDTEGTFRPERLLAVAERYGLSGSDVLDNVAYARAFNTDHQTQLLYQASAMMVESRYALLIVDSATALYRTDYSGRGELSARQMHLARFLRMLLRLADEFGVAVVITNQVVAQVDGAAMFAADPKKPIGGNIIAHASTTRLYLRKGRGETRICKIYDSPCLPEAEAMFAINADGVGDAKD
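Assay system: Human Rad51 nucleoprotein filaments preassembled on unlabelled ssDNA | Reagent: Donor/quencher-labelled 47-bp dsDNA substrate | Doses: One concentration, 10 µM final | Times: 37 °C 15-min filament assembly, 30-min compound preincubation, 15-min exchange | Technique: Fluorescein emission 520 nm, excitation 485 nm | Benchmarks: Plate control and blank wells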
KCC2 mod = KCC2 cotransporter modulators, thallium flux, primary screen, cell-based, HEK293 KCC2, FluoZin-2 fluorescence, MLSMR; Solute carrier family 12 member 5 (Homo sapiens), Q9H2X9; KCC2 cells, thallium flux FluoZin-2 fluorescence; B-score of Tl+ flux slope (higher = more flux/activation; lower = inhibition) at 10 µM; hit rate 2.2% among 190,000; AID 1456, 2008;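 active = thallium flux slope and its plate-corrected score both differing from the plate sample mean at a set confidence after two filtering rounds, in either direction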;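 also: slope of fluorescence scaled to starting intensity during 10 to 20 s after thallium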
thrombin 1536 = human alpha-thrombin inhibitors, primary screen, counter-screen for coagulation protease inhibitor project, biochemical, 1536-well, fluorogenic AMC substrate. Prothrombin (Homo sapiens), P00734. Boc-VPR-AMC fluorogenic substrate cleavage. inhibition, % at 5 µM. hit rate 0.26% among 220,000. AID 1046, 2008;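 active = inhibition at or above 40%; inactive = inhibition below 40%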;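 also: 0% = enzyme with no compound and 100% = wells without enzyme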
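Material: Human alpha-thrombin protein | Buffer or medium: pH 7.5 Tris-saline with Tween 20 | Reagent: Boc-VPR-AMC substrate, 15 µM final | Schedule: Reaction at ambient temperature | Detection: AMC fluorescence at 355 nm excitation and 460 nm emission | Evaluation: Percent inhibition scaled between no-compound controls and no-enzyme blanks | Controls: no-compound enzyme wells and no-enzyme blanks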
eIF4E 4G PPI = eIF4E–eIF4G protein interaction inhibitors, primary screen, biochemical, uHTS, TR-FRET, eIF4GI fragment; Eukaryotic translation initiation factor 4E (Mus musculus) + Eukaryotic translation …; TR-FRET eIF4E-eIF4GI(517-606) binding, 2 h; inhibition, % at 21.7 µM; hit rate 0.37% among 220,000;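 also: 0% = full FRET control wells and 100% = background wells lacking eIF4GI fragment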
NCF1 inh = p47phox/p22phox peptide binding inhibitors, primary screen, biochemical, uHTS, NADPH oxidase regulatory subunit; inhibition, % at 24.7 µM; fluorescence polarization, 2 h; Neutrophil cytosol factor 1 (Homo sapiens), P14598; AID 1274, 2008; hit rate 0.53% among 220,000;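 also: 0% = p47phox with labelled peptide and 100% = labelled peptide alone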
Target sequence (P14598 whole entry, looked up): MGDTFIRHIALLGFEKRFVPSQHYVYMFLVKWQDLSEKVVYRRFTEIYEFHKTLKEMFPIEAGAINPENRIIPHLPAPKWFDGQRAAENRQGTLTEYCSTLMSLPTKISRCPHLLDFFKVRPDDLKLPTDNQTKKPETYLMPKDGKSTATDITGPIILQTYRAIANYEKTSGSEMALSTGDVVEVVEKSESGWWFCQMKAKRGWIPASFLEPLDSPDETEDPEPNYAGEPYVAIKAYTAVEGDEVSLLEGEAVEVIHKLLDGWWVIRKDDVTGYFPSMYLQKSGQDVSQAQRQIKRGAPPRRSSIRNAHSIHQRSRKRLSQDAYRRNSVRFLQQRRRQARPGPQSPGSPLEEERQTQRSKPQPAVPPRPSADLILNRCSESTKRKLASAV
Active calls of the source: *; / = not tested or not shown; [ ] = remark or other dose.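 The calls were made as follows, unless noted: active = inhibition above about 30% (limit read from the data); inactive = the rest.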 An unsorted share of the library, and some 4.7% of all compounds hit somewhere here.

SMILES	14-3-3 Bad inh	EBV gp42 inh	hK5 inh	Furin inhibitor	Rad51 HR inh	KCC2 mod	thrombin 1536	eIF4E 4G PPI	NCF1 inh
CCOc1ccc2nc(N3CCCC(C(=O)N4CCN(CC)CC4)C3)sc2c1 (stereo not drawn)	28	-9	-12	-24	6	0.94	-3	0	-10
CCC(C)NC(=O)Cn1nc(C(F)(F)F)c2c1CCCC2 (stereo not drawn)	-4	5	-10	-13[20 µM]	-2	0.0049	-1	-3	-11
COCCCNC(=O)Cn1cnc2sc(C)c(S(=O)(=O)N3CCN(c4ncccn4)CC3)c2c1=O	-12	-9	1	-15	-2	0.12	-10	3	-7
Cc1ccccc1NC(=S)N(Cc1cccs1)C1CCCCC1	-13	3	21	-21	11	0.0044	2	-2	1
COc1cc(OC)cc(-c2nnc(SCc3cccc(C(=O)O)c3)o2)c1	1	0	11	-17[20 µM]	-1	/	-5	0	8
O=c1c(C(c2ccc(Cl)cc2)c2c(O)nc3n(c2=O)CCS3)c(O)nc2n1CCS2	4	-7	1	-14	16	-0.0068	-4	-2	-17
CC(C)C[C@H](NC(=O)N1CCCCCC1)C(=O)O	-3	-1	-2	-10	/	0.065	-4	-2	-8
CCN(CC)S(=O)(=O)c1ccc(N(C)C)c(NC(=O)C2CCCC2)c1	1	-10	-3	-16	-1	-0.12	-5	0	-2
COc1ccc(NC(=O)C2C3C=CC(C3)C2C(=O)O)cc1 (stereo not drawn)	3	1	-4	-17	10	-0.2	0	1	-7
CN(C(=S)NC(=O)CCCOc1ccc(Cl)cc1Cl)c1ccccc1	1[fluorescence artefact?]	0	-7	3[20 µM]	4	39*	-4	0	-12

Part of the list above in another layout:
Second line of a record: 14-3-3 Bad inh | EBV gp42 inh | hK5 inh | Furin inhibitor | Rad51 HR inh | KCC2 mod | thrombin 1536 | eIF4E 4G PPI | NCF1 inh
Cc1ccccc1NC(=S)N(Cc1cccs1)C1CCCCC1
 : -13 | 3 | 21 | -21 | 11 | 0.0044 | 2 | -2 | 1
COc1cc(OC)cc(-c2nnc(SCc3cccc(C(=O)O)c3)o2)c1
 : 1 | 0 | 11 | -17[20 µM] | -1 | / | -5 | 0 | 8

Gathered by group, the compounds so far containing a carbonyl joined to an NH by a bond outside any ring
SMILES	14-3-3 Bad inh	EBV gp42 inh	hK5 inh	Furin inhibitor	Rad51 HR inh	KCC2 mod	thrombin 1536	eIF4E 4G PPI	NCF1 inh
CCC(C)NC(=O)Cn1nc(C(F)(F)F)c2c1CCCC2 (stereo not drawn)	-4	5	-10	-13[20 µM]	-2	0.0049	-1	-3	-11
COCCCNC(=O)Cn1cnc2sc(C)c(S(=O)(=O)N3CCN(c4ncccn4)CC3)c2c1=O	-12	-9	1	-15	-2	0.12	-10	3	-7
CC(C)C[C@H](NC(=O)N1CCCCCC1)C(=O)O	-3	-1	-2	-10	/	0.065	-4	-2	-8
CCN(CC)S(=O)(=O)c1ccc(N(C)C)c(NC(=O)C2CCCC2)c1	1	-10	-3	-16	-1	-0.12	-5	0	-2
COc1ccc(NC(=O)C2C3C=CC(C3)C2C(=O)O)cc1 (stereo not drawn)	3	1	-4	-17	10	-0.2	0	1	-7
CN(C(=S)NC(=O)CCCOc1ccc(Cl)cc1Cl)c1ccccc1	1[fluorescence artefact?]	0	-7	3[20 µM]	4	39*	-4	0	-12

3 compounds already listed, ordered by the value under Rad51 HR inh, low to high:
canonical_smiles	Rad51 HR inh
CN(C(=S)NC(=O)CCCOc1ccc(Cl)cc1Cl)c1ccccc1	4
COc1ccc(NC(=O)C2C3C=CC(C3)C2C(=O)O)cc1 (stereo not drawn)	10
O=c1c(C(c2ccc(Cl)cc2)c2c(O)nc3n(c2=O)CCS3)c(O)nc2n1CCS2	16

(cont.)
SMILES	14-3-3 Bad inh	EBV gp42 inh	hK5 inh	Furin inhibitor	Rad51 HR inh	KCC2 mod	thrombin 1536	eIF4E 4G PPI	NCF1 inh
COc1ccc(S(=O)(=O)N2CCN(C(=O)NC3CCCCC3)CC2)cc1OC	9[fluorescence artefact?]	22	-6	-17[20 µM]	-7	0.00059	1	-2[fluorescence artefact?]	-15
Cc1nnsc1-c1nnc(SCC(=O)c2ccc(F)cc2)n1C1CC1	-2	-6	2	-22	-12	-1.3	-3	8	2
CC(C)NC(=S)N/N=C1\CCCCC1C1CCCCC1 (stereo not drawn)	-14	4	-224	-11[20 µM]	2	-0.31	1	-1	-1
O=C(O)C1(P(=O)(c2ccc(Cl)cc2)c2ccc(Cl)cc2)CC1	-2	-15	-6	-21	7	0.2	3	2	-2
Cc1ccn2c(C(=O)NN=C3CCCCCCC3)c(C)nc2c1	-4	-10	-2	-14	-14	-0.53	-3	3	3
COCCOC(=O)C1=C(C)OC(N)=C(C#N)C1c1ccc2c(c1)OCO2 (stereo not drawn)	-1	-20	-5	-15[20 µM]	-1	1.4	1	-3	-2
COc1ccccc1CC(=O)Nc1cccc(C(=O)Nc2nccs2)c1	-2	-7	-7	-6	-19	-0.27	-10	1	-10
NNC(=O)c1ccc(Oc2cc(Cl)cc(Cl)c2)o1	-1	3	-9	-13	-17	0.024	-1	2	8
COc1cc(S(=O)(=O)N2CCC(C(N)=O)CC2)c(C)cc1C	-4	-16	-6	-8[20 µM]	3	-1.1	-9	-1	-7
CC1=CC(C)(C)Nc2ccc(Cc3ccc4c(c3)C(C)=CC(C)(C)N4)cc21	1	2	1	6	-15	/	-6	9	20
CCOC(=O)Cc1csc(NC(=S)NC(=O)c2ccccc2Br)n1	-2[fluorescence artefact?]	-6	-10	-11	10	50*	0	11	7
C=C(C)Cn1c(SCC(=O)N/N=C/c2ccccc2OCC(=O)O)nnc1-c1ccc(Br)cc1	4	-2	3	-13	/	0.73	-1	0	0
CCc1cccc2c(/C=N/NC(=O)c3cccc(S(=O)(=O)Nc4ccccc4Cl)c3)c[nH]c12	-14[fluorescence artefact?]	-4	-12	-19	10	0.27	-3	16	-21
Cc1ccn2c(NC(C)(C)C)c(-c3cccs3)nc2c1	-7	-20	/	-24	/	-1.1	-6	3	-22
Cc1ccc(NC(=O)CSc2nnc(-c3ccc(S(=O)(=O)N4CCCC4)cc3)o2)cc1C	-94[fluorescence artefact?]	-14	-5	-7	/	-0.3	-5	-25	12
CCOCCCNC(=O)c1cc(C)nn1-c1ccccc1	2	-9	-14	-27	10	0.77	-9	-3	-6
CCCN1C(=O)C2C(C(=O)Nc3cccc(OC)c3)C3C=CC2(O3)C1C(=O)NC1CCCCC1 (stereo not drawn)	0[fluorescence artefact?]	-16	-18	-6	3	/	3	-3[fluorescence artefact?]	-15
O=C(c1cccs1)N1CCN(S(=O)(=O)N2CCCCC2)CC1	4	-13	-10	-17[20 µM]	19	0.13	0	-3	-1
O=S(=O)(c1ccc2c(c1)N(Cc1ccc(Cl)cc1)C1CCCN21)N1CCOCC1 (stereo not drawn)	-8	-3	-2	-32[20 µM]	9	/	-6	3	0
CCN(CC)S(=O)(=O)c1ccc(N2CCCC2)c(C(=O)OCC(=O)N2CCCC2)c1	-7	-11	-1	-14	-2	-0.25	-1	0	-6
O=C(Nc1ccc(Cl)cc1C(=O)O)c1ccc2c(c1)C(=O)N(Cc1ccco1)C2=O	7	9	-16	-20	/	-1.6	-1	4	-36
O=S(=O)(NCCSc1ccc(Cl)cc1)c1ccc2c(c1)OCCO2	-3	0	35	-20	-6	-0.32	14	-1	-8
COc1nc(NC(C)(C)C)nc(Oc2ccc(=O)n(C)n2)n1	16[fluorescence artefact?]	10	-4	-29	-6	0.099	-5	3	-10
O=C(NC1CCCCC1)[C@H](CSCc1ccccc1)N1Cc2ccccc2C1=O	1	-18	-6	-9	-3	-1.1	-3	3[fluorescence artefact?]	-9
CC(C)(C)c1nnc(NC(=O)CS(=O)(=O)Cc2ccccc2)s1	-6	-17	13	-25	-2	/	-9	1	5
Cc1onc(-c2ccccc2)c1C(=O)Nc1nc(-c2cc(F)ccc2F)cs1	-8[fluorescence artefact?]	-27	2	-17	-4	-2.2	5	-11[fluorescence artefact?]	-10
CC1=NC(C)(C)Cc2ccccc21	19[fluorescence artefact?]	-4	-4	-7[20 µM]	-4	0.12	1	3	-3
CC1CCCN(c2nc3ccccc3nc2C(C#N)S(=O)(=O)c2ccccc2)C1 (stereo not drawn)	5	147*	-1	-27	/	-3.5	1	6	-21
CC(C)OC(=O)CN1CCN(C2c3ccccc3-c3ccccc32)CC1	-3	-18	-4	-15	-3	/	-1	1	-11
C/C(=N\NC(=O)c1cccs1)C(C)(C)C	17	-6	-9	-4	-32	0.84	-8	11	3
O=C1C(c2ccc(F)cc2)N(Cc2ccc3c(c2)OCO3)C(=O)CN1C1CCCCCC1 (stereo not drawn)	/	6	2	-8[20 µM]	-8	-0.65	-7	/	4
CC(=O)Nc1ccc(S(=O)(=O)NCC(=O)NC(C)c2ccc(S(N)(=O)=O)cc2)cc1 (stereo not drawn)	-2	-13	-8	-13	-4	1	-7	9	-7
O=S(=O)(c1cccc2cccnc12)N1CCN(c2ccccc2)CC1	-6	-20	-6	4[20 µM]	-12	-0.48	1	-4	-13
O=C(NCC1CCCO1)Nc1ccc2c(c1)OCO2 (stereo not drawn)	-11	-14	/	-18	-13	0.54	0	-1	1
NC(N)=NC(=S)Nc1ccc(Cl)cc1	-7	6	-1	-15	/	-0.23	-8	-8	-24
O=[N+]([O-])c1ccccc1OCCOc1ccccc1[N+](=O)[O-]	-4	-13	-2	-14	4	0.024	-1	2	-10
Cn1cccc1Cc1nnc(SCC(=O)N2CCCc3ccccc32)n1-c1ccc(F)cc1	8[fluorescence artefact?]	-4	-6	-18	2	-0.58	0	6	-8
O=C(Oc1ccc(C(=S)N2CCCCC2)cc1)c1ccccc1F	-5	-4	0	-17	-9	-0.44	-8	2	8
Cc1c(C(=O)Nc2ccccc2)sc2nc3n(c(=O)c12)CCCCC3	-12	-3	-5	-11	-10	-0.17	-1	2	-8
COc1cc(C(c2c(C)[nH][nH]c2=O)c2c(C)[nH][nH]c2=O)ccc1OC(=O)c1cccc([N+](=O)[O-])c1	-13	-7	-80	8[20 µM]	1	0.18	-4	3	-1
Cn1c(SCC(=O)c2ccccc2)nnc1-c1cccs1	2	-20	5	-26	-12	-1.8	0	-8	-16
CCCCOc1ccc(N=Nc2ccc(N)nc2N)cn1	1	-19	3	2	-12	-0.0027	-9	3	-21

Source: PubChem
